High-throughput results: PubChem BioAssay, Broad Institute
ERp5 inh: ERp5 (human) disulfide isomerase inhibition; Q15084; 350,000 tested, 0.05% active; ERp5 insulin aggregation, absorbance 650 nm, 90 min; inhibition, % at 9.99 µM;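 active = mean replicate inhibition above about 25%, with every replicate also reaching it, limit read from the data, passing the limit was not always enough; inconclusive = only one of those two criteria met; inactive = neither criterion met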
Target sequence (Q15084 whole entry, looked up): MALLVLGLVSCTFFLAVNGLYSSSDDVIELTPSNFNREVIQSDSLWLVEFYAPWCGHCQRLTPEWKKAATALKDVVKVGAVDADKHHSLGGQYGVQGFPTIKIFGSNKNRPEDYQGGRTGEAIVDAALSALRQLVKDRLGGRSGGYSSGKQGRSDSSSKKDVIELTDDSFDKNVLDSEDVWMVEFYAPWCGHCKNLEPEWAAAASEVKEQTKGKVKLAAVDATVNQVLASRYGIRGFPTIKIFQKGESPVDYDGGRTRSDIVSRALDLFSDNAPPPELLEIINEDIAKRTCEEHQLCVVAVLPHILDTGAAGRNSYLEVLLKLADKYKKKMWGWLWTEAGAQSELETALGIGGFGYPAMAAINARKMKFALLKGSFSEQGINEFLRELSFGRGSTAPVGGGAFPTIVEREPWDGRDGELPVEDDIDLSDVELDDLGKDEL
DENV2 CPE: DENV2-induced cell death inhibition; DENV2-infected cells, cytopathic effect rescue, plate reader; CPE inhibition, % at 9.99 µM; 350,000 tested, 1.7% active; AID 651640; in the data active = CPE inhibition above about 20%, passing the limit was not always enough; inconclusive = no clear call, values can overlap the other calls; tested in BHK-21 cells;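 note: 0% = median of neutral control wells and 100% = median of positive control wells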
F508del corr: CFTR F508del correction in bronchial cells; CFBE cells, YFP halide quenching; stimulated with forskolin plus potentiator P3; % fluorescence drop versus neutral controls; activity (quench increase), % at 7.58 µM; 350,000 tested, 0.36% active;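 active = mean added fluorescence quench of at least 8% versus neutral control, with both replicates also reaching 8%; inconclusive = only one of the mean or replicate conditions met; inactive = mean below 8% and not both replicates reaching 8%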;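 note: cells transiently co-express mutant CFTR-F508del with the halide-sensitive YFP; corrector assay measuring rescue of mutant channel to the surface after 24 h compound exposure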
miR-122 sensor: miR-122 inhibition in Huh7 cells. Huh7 miR-122 Renilla luciferase sensor, 48 h; neutral wells = 0, positive control = 100. activation (reporter increase), % at 12.5 µM. 340,000 tested, 0.3% active. AID 602342;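 active = mean replicate activation score at least 90 and every replicate individually at or above 90; inconclusive = only one of the two criteria met; inactive = neither criterion met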;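 note: higher luciferase means less miR-122 activity so hits act as miR-122 inhibitors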
SIRT5 inh: inhibitors of human sirtuin-5 desuccinylase; Purified SirT5, succinyl-peptide AMC, trypsin-coupled fluorescence; inhibition, % at 15 µM; 330,000 tested, 1.1% active; AID 652115; in the data active = inhibition above about 15%; inconclusive = no clear call, values can overlap the other calls
Target sequence (Q9NXA8 whole entry, looked up): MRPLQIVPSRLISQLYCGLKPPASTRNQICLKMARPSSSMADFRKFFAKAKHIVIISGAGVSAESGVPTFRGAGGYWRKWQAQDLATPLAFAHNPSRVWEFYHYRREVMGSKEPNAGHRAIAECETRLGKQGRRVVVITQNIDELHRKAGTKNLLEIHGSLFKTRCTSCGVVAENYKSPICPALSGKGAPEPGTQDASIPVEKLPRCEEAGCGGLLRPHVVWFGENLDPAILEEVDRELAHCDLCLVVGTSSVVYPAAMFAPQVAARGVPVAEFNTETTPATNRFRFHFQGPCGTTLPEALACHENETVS
ERAP1 inh: inhibitors of human ERAP1 aminopeptidase; inhibition, % at 10.7 µM; recombinant ERAP1, Leu-AMC fluorescence, 60 min; AID 652197; 340,000 tested, 0.15% active;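 active = mean replicate inhibition of at least 30%, or all replicates individually reaching that 30% level; inactive = mean below 30% and not every replicate reaching it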;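 note: 0% = neutral control wells and 100% = L-leucinethiol positive control wells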
CASP6 VEID inh: inhibitors of human caspase-6; P55212; purified caspase-6, Z-VEID-R110 cleavage fluorescence; inhibition, % at 12.5 µM; 350,000 tested, 0.53% active; AID 686996;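 active = mean inhibition across replicates at least about 35%, with every replicate also reaching that limit, limit read from the data; inconclusive = only one of the two criteria met; inactive = neither criterion met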;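 note: 0% = median of neutral control wells and 100% = no fluorescence left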
Starred values were filed as active, the others as inactive; ? = inconclusive; nt = not tested or not shown; & = joins results of further samples; [ ] = remark or other dose.

SMILES	ERp5 inh	DENV2 CPE	F508del corr	miR-122 sensor	SIRT5 inh	ERAP1 inh	CASP6 VEID inh
CC(=O)C(c1ccccc1)C(c1ccccc1)C(C)[N+](=O)[O-] (stereo not drawn)	-5	-2	-2.8	-9	0	1	-1
CCn1nc(C)cc1C(=O)OCC(=O)c1ccc(Cl)cc1	-7	11	-0.8	nt	-1	0	1
COc1cccc(CN(C)CC(=O)Nc2cccc(C(F)(F)F)c2)c1OC	1	0	0.2	-1	-3	2	4
CSc1ncccc1C(=O)NCCc1ccc(S(N)(=O)=O)cc1	2	1	0.6	nt	-2	3	-4
FC(F)(F)Oc1ccc(NC(=S)NCCCN2CCOCC2)cc1	-8	-8	-3.3	nt	1	3	-5
O=C(NCCN1CCNC1=O)C1CCC(=O)N(Cc2cccc(C(F)(F)F)c2)C1 (stereo not drawn)	1	7	1.5	-4	11	-1	1
N#C[C@@H]1[C@H](c2ccc(C#Cc3ccc(F)cc3)cc2)[C@@H](CO)N1C(=O)C1CCCC1	-2	51*	1.7	nt	2	3	-1
C[C@@H]1CN([C@@H](C)CO)S(=O)(=O)c2ccc(Br)cc2O[C@H]1CN(C)C	4	11	3.1	-1[16.7 µM]	-12	0	2
Cn1cncc1C#Cc1c(C=O)[nH]c2ccccc12	-7	-3	1.3	-1	nt	8	0
O=C(O)C[C@@H]1C=C[C@H](NC(=O)CCN2CCCCC2)[C@H](CO)O1	-6	0	1.1	nt	1	-2	1
CS(=O)(=O)c1cccc(NC(=O)CSc2nnc3n2CCCCC3)c1	-16	-4	4.2	nt	-5	-2	0
COCC(=O)N(C)C[C@H]1Oc2cc(C#C[C@H](C)O)ccc2S(=O)(=O)N([C@H](C)CO)C[C@H]1C	4	-5	1.3	-15[16.7 µM]	0	-2	1
COc1cc([N+](=O)[O-])ccc1NC(=S)NNC(=O)CCC(=O)Nc1ccccc1Cl	-2	-2	2.4	2	-3	-2	4
CC(=O)c1cccc(CN2CCN(Cc3ccccc3)C(CCO)C2)c1 (stereo not drawn)	1	3	0.8	nt	-5	-8	4
Cc1c(C(=O)NCCN2CCOC2=O)oc2c(F)cccc12	-2	2	2.0	-1	8	-3	-2
CCCc1cc(=O)[nH]c2nnc(SCC(=O)Nc3cccc(NC(C)=O)c3)n12	5	-6	1.4	-1	-3	1	1
COc1ccccc1-c1ccc([C@@H]2[C@@H](CO)N3CCCCN(S(=O)(=O)c4cn(C)cn4)C[C@@H]23)cc1	1	?	1.6	14[16.7 µM]	-2	-1	-1
CCN(CC)C1CCN(C(=O)c2cc(COc3cccc4cccnc34)on2)C1 (stereo not drawn)	-1	2	0.4	6	-2	-3	-2
CCCCCOc1ccc(CSC2=NCCN2)cc1[N+](=O)[O-]	-4	13	0.6	nt	-1	-1	-1
CCOc1ccc2[nH]c(=O)c(CN(Cc3cccs3)Cc3nnnn3C(C)(C)CC)cc2c1	4	-3	-2.0	26	1	-3	2
COc1ccc(S(=O)(=O)N(C)C)cc1NC(=O)COc1ccc2c(c1)CCC2	0	-2	0.5	6	0	-1	1
COc1cc(C(=O)O)nc2ccc([N+](=O)[O-])cc12	1	-5	0.1	3	1	13	2
COC(=O)c1c(-c2ccsc2)sc2ccc(-c3cc(OC)c(OC)c(OC)c3)cc12	-5	-9	3.8	nt	-1	-3	0
CC(=O)c1ccc(Nc2cc(C)nc3ccc(C)cc23)cc1	3	0	nt	nt	-1	2	1
C[C@H]1CN([C@@H](C)CO)C(=O)c2cccc(NC(=O)C3CC3)c2O[C@H]1CN(C)C(=O)Nc1ccc(C(F)(F)F)cc1	0	0	1.6	10[16.7 µM]	3	0	-3

Next section
SMILES	ERp5 inh	DENV2 CPE	F508del corr	miR-122 sensor	SIRT5 inh	ERAP1 inh	CASP6 VEID inh
COc1cc2c(=O)n(CCC(=O)NCC3CCCO3)c(=O)n(CC(=O)Nc3ccccc3C)c2cc1OC (stereo not drawn)	-7	10	0.1	-1	2	2	1
O=C(NNC(=S)Nc1ccccc1Cl)c1ccncc1	1	1	-0.3	-3	2	1	-3
C[C@@H]1CN([C@H](C)CO)S(=O)(=O)c2ccc(C3=CCCCC3)cc2O[C@H]1CN(C)C(=O)c1ccc(F)cc1	0	-9	-2.7	24[16.7 µM]	14	3	-3
Oc1ccc(/C=N/Nc2nc(N3CCCC3)nc(N3CCCC3)n2)cc1O	1	-4	0.3	-3	-1	2	6
C[C@@H]1CN([C@@H](C)CO)C(=O)c2cccc(NS(=O)(=O)c3ccc(F)cc3)c2O[C@H]1CN(C)S(=O)(=O)c1ccccc1	46*	-1	-4.5	-11[16.7 µM]	0	-3	nt
Cc1ccc(S(=O)(=O)NCCC(=O)N2CC(C)OC(C)C2)cc1C (stereo not drawn)	-5	9	2.8	nt	2	-2	2
O=C(O)c1ccc(NC(=O)c2cccc(C(=O)Nc3ccc(C(=O)O)cc3)n2)cc1	5	-5	-1.5	-4	8	0	1
COCCNC(=O)C[C@@H]1CC[C@H](NC(=O)NC2CCCCC2)[C@@H](CO)O1	1	-4	-1.2	nt	-6	0	7
Cc1cccc(CN2CCN(C3CN(Cc4cn(Cc5cccc(Cl)c5)nn4)S(=O)(=O)C3)CC2)c1 (stereo not drawn)	0	-4	1.6	nt	3	nt	0
O=C1CSC(c2cccnc2)N1Cc1ccc(Cl)c(Cl)c1 (stereo not drawn)	2	-2	-1.6	nt	-1	-7	-3
CC1(C)Cc2c(cnn2-c2ccccc2)C(NC(=O)C2(C(N)=O)CC2)C1 (stereo not drawn)	16	2	-2.7	2	-13	-2	-3
CCN(CC(=O)Nc1ccc(Br)c(C)c1)CC(=O)NC(C)C	-2	3	-1.6	-7	-3	-1	3
COc1cc(NC(=O)COc2cc3oc(=O)cc(C)c3cc2Cl)cc(OC)c1OC	-1	-4	1.0	nt	10	1	1
C[C@@H]1CCCCO[C@@H](CN(C)S(=O)(=O)c2cn(C)cn2)[C@H](C)CN([C@@H](C)CO)C(=O)c2cc(NC(=O)C3CCCCC3)ccc2O1	0	3	-0.8	29[16.7 µM]	5	-9	-1
CCC(CC)c1nnc(NC(=O)c2cc([N+](=O)[O-])ccc2N2CCOCC2)s1	3	10	2.3	-2	-4	2	3
CCOc1ccc(-c2cc(C(=O)NCCCN3CCCC3)c3ccccc3n2)cc1	0	0	0.9	-1	-2	1	-60
CC(C)NC(=O)N(C)C[C@@H]1Oc2c(NS(C)(=O)=O)cccc2C(=O)N([C@@H](C)CO)C[C@@H]1C	-8	-8	1.9	-5[16.7 µM]	-3	1	-2
C[C@H](CO)N1C[C@H](C)[C@@H](CN(C)Cc2ccc(Oc3ccccc3)cc2)Oc2ccc(NC(=O)c3ccncc3)cc2CC1=O	-4	2	1.4	0[16.7 µM]	9	-2	0
Fc1ccccc1CNC(=S)Nc1cccc(C(F)(F)F)c1	6	-4	nt	50	4	1	-1
COC(=O)C1=C(C)N(CCCC(=O)O)C(=O)NC1c1ccccc1OS(=O)(=O)c1ccccc1[N+](=O)[O-] (stereo not drawn)	-3	13	-0.1	nt	-3	-2	0
N#CCCCCN1CCCC1	-1	-1	0.0	0	-6	3	-7
COc1ccc(NC(=O)CSCC(=O)Nc2nnc(CC(C)C)s2)cc1	-5	-7	-5.0	-6	-7	-2	-2
C/C=C/c1ccc2c(c1)O[C@H](CN(C)C(=O)c1cnccn1)[C@H](C)CN([C@@H](C)CO)S2(=O)=O	0	?	-2.2	-44[16.7 µM]	2	1	-3
CCCC(=O)Nc1ccc2c(c1)C(=O)N(C)[C@H]1CC[C@H](CC(=O)Nc3ccc(F)cc3)O[C@@H]1CO2	nt	1	2.6	-4[16.7 µM]	nt	nt	nt
O=C1c2ccc([N+](=O)[O-])cc2S(=O)(=O)N1Cc1ccccc1	-3	-7	-1.7	nt	-1	-2	nt

Carrying on.
SMILES	ERp5 inh	DENV2 CPE	F508del corr	miR-122 sensor	SIRT5 inh	ERAP1 inh	CASP6 VEID inh
C[C@@H]1CCCCO[C@H](CN(C)C(=O)Nc2ccc(F)cc2)[C@@H](C)CN([C@H](C)CO)C(=O)c2cc(NC(=O)Nc3ccc4c(c3)OCO4)ccc2O1	1	9	-4.1	10[16.7 µM]	6	-7	2
Cc1ccccc1C1c2[nH]c3ccccc3c2C[C@H]2C(=O)N(C3CCN(Cc4ccccc4)CC3)CC(=O)N12 (stereo partly drawn)	7	4	-2.6	10	-5	-1	-8
O=C(O)CC1(CC(=O)Nc2ccc3c(c2)C(=O)OC3)CCCCC1	-2	3	0.4	14	-7	-2	-6
Cc1cc(-n2c(C)cc(C(=O)CSc3nc(N)cc(=O)[nH]3)c2C)no1	0	-10	0.8	-3	-2	nt	1
COc1cc(/C=N/n2c(-c3ccccc3)n[nH]c2=S)ccc1O	6	3	-0.4	6	-1	7	-1
O=C(CN1C(=O)c2cccnc2Oc2ccc(Cl)cc21)NCCc1ccccc1	2	-4	-1.9	nt	-3	3	-2
COc1ccc([N+](=O)[O-])cc1NCc1ccccc1	-1	-5	nt	0	-6	0	0
CCN(CC)CCCNC(=O)c1oc2ccc(S(=O)(=O)N3CC(C)CC(C)C3)cc2c1C (stereo not drawn)	-4	4	-0.5	nt	nt	4	-42
COc1cc(/C=C/C(=O)NCCc2ccc(S(N)(=O)=O)cc2)ccc1OCC#N	2	-3	6.0	nt	nt	0	4
Cc1cc(C(=O)N2CCC(C(=O)O)CC2)c(C(F)(F)F)o1	nt	0	-1.2	nt	-4	0	-4
COc1ccc(S(=O)(=O)Nc2ccc3c(c2)C(=O)N([C@@H](C)CO)C[C@H](C)[C@H](CN(C)S(=O)(=O)c2cccs2)OCCCC[C@@H](C)O3)cc1	2	-11	4.1	5[16.7 µM]	7	5	-1
Cc1ccc(C)c(OCCC(=O)OCC(=O)N2CCN(c3ccccc3)CC2)c1	-9	0	-1.3	nt	7	-4	2
CC(C)NC(=O)N(C)C[C@H]1Oc2ccc(NS(=O)(=O)c3ccc(F)cc3)cc2C(=O)N([C@H](C)CO)C[C@H]1C	0	?	-1.4	6[16.7 µM]	-4	0	1
CC1(C)NC(=O)N(CC(O)CN(c2cccc([N+](=O)[O-])c2)S(=O)(=O)c2ccccc2)C1=O (stereo not drawn)	3	-1	-0.2	nt	-5	-5	0
COc1ccc(S(=O)(=O)N/N=C\c2ccc3c(c2)OCO3)cc1	3	0	-1.2	53	5	-8	3
C[C@@H]1CN([C@@H](C)CO)C(=O)c2cc(NC(=O)C3CCCCC3)ccc2O[C@@H](C)CCCCO[C@H]1CN(C)S(=O)(=O)c1ccc(Cl)cc1	-3&3	-3&5	-0.9&-6.3	-2	-1&6	2	2&0
C[C@H]1CN([C@@H](C)CO)C(=O)Cc2cc(NC(=O)Cc3ccccc3)ccc2O[C@H]1CN(C)Cc1ccc(Cl)c(Cl)c1	-6	-4	-0.1	-5[16.7 µM]	8	0	0
CCCCn1cnc2c(SCc3ccccc3)nc(N)nc21	-5	-3	-0.5	nt	8	0	1
CCOC(=O)C1CCN(S(=O)(=O)CCNC(=O)c2ccccc2)CC1	2	-4	-3.1	nt	-5	0	-3
COCCCN(C(=O)c1cc2c(s1)CCCCC2)c1c(N)n(Cc2ccccc2)c(=O)[nH]c1=O	-1	-7	-2.2	1	2	2	0
